# Screening data from PubChem.
# RGS4 inhibitor = blocks human RGS4-accelerated GTP hydrolysis | Potency, µM (doses to about 114 µM), for the others: top-dose activity change, negative = inhibition, most hits filed as inhibitors | actives 0.039% (n = 390,000) | Transcreener GDP fluorescence polarization, RGS4-accelerated GTP hydrolysis | AID 504845; further: potency means the concentration at half of the fitted maximal effect; on the % scale 0 is the no-effect control and ±100 the full control effect; nearly all actives have a fitted effect of over 75% in size; some results filed as inactive show a strong effect at the top dose
#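 MLSMR compounds (23 nl, pin-transferred) preincubated 10 min at room temperature with a 500nM (2x) first reagent, then RGS4 at 900nM (2x) plus Transcreener GDP mix added; fluorescence polarization (620/688 nm) read before and after 90 min at 30 °C.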
# 12-LOX inh = inhibitors of human 12S-lipoxygenase ALOX12. Potency, µM (series often up to 108 µM), without a hit: top-dose activity change, negative = inhibition, usual class: inhibitors. AID 1671190. actives 1.1% (n = 580,000). purified 12hLO, xylenol orange hydroperoxide absorbance; further: potency means the concentration at half of the fitted maximal effect; on the % scale 0 is the no-effect control and ±100 the full control effect
#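 Purified human 12hLO (150 nM final) in 25 mM Hepes, 0.01% Triton X-100, pH 7.0 was preincubated 15 min at room temperature with compound. Then 40 uM arachidonic acid was added, 30 min. Hydroperoxide was read by Fe-XO absorbance ratio 573/405 nm.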
# Pol kappa inh = inhibitors of human DNA polymerase kappa; AID 588579; purified Pol kappa, fluorescent DNA synthesis assay, 10 min; actives 0.53% (n = 400,000); Potency, µM (series often up to 107 µM), for the others: at the top dose activity, negative = inhibition, most hits filed as inhibitors; further: potency means the concentration at half of the fitted maximal effect; on the % scale 0 is the no-effect control and ±100 the full control effect
# Target sequence (Q9UBT6 whole entry, looked up): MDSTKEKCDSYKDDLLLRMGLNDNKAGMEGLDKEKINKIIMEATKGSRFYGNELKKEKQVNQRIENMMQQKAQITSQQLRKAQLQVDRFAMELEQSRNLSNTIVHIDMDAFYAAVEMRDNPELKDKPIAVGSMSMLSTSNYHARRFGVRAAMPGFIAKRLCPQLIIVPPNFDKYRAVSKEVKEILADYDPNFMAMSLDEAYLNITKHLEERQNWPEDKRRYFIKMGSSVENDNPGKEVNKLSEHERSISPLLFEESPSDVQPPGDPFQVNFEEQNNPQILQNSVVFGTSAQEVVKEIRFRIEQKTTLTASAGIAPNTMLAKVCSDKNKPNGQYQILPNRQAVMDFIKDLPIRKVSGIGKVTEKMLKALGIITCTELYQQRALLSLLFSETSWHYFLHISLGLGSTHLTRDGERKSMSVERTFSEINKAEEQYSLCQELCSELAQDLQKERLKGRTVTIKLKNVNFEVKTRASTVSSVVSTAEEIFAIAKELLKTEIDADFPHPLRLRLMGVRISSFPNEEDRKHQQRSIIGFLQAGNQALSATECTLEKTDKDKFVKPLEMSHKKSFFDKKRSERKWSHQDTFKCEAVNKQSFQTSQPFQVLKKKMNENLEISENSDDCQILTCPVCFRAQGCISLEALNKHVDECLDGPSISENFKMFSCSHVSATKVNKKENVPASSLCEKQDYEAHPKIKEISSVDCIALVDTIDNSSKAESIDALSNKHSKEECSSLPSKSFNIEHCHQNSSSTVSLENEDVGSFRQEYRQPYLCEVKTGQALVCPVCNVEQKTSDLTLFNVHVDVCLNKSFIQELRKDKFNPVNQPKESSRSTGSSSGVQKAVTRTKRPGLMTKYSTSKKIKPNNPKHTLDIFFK
#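 50 nM final substrate added after 15 min RT preincubation of 10 nM Pol kappa with compound; fluorescence read at 0 and 10 min.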
# APE1 inh = blocks human APE1 abasic DNA cleavage; Potency, µM (titrated, usually from 65.8 µM), for the others: top-dose activity change, negative = inhibition, actives largely listed as inhibitors; recombinant APE1, TAMRA/BHQ-2 abasic DNA cleavage fluorescence; actives 0.35% (n = 350,000); P27695;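 further: potency means the concentration at half of the fitted maximal effect; plate controls were vehicle for no effect and reference inhibitor for full effect; nearly all actives have a fitted effect of over 55% in size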
#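 Incision of a quenched TAMRA/BHQ-2 THF abasic-site duplex (50 nM) by 0.75 nM APE1, after 15 min compound preincubation, measured as fluorescence increase over three 60 s reads. Values normalized to buffer, DMSO and NSC13755 control wells.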
# POLH inh = DNA polymerase eta (human) inhibition | actives 1.2% (n = 390,000) | Potency, µM (highest dose often 114 µM), for inactives: top-dose activity change, negative = inhibition, actives largely listed as inhibitors | recombinant Pol eta, fluorescent DNA replication assay | AID 588591; further: potency means the concentration at half of the fitted maximal effect; on the % scale 0 is the no-effect control and ±100 the full control effect
#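 Fluorescent replication assay: 50 nM final substrate added after a 15 min room-temperature compound preincubation with 10 nM enzyme. Signal taken at 0 min and again at 10 min.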
# POLB inh = inhibitors of human DNA polymerase beta; P06746; Pol beta primer extension/strand displacement, fluorescence kinetic; Potency, µM (titrated, usually from 114 µM), inactives show at the top dose activity change, negative = inhibition, most hits filed as inhibitors; actives 1.3% (n = 340,000); further: potency means the concentration at half of the fitted maximal effect; on the % scale 0 is the no-effect control and ±100 the full control effect
#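 Pol beta (10 nM) and compounds were preincubated 15 min at room temperature, then 50 nM substrate (final) started primer extension/strand displacement. Reads were taken at 0 and 10 min; concentration-response data were fitted to a four-parameter Hill equation.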
# Apoferritin bind = candidate novel general anesthetic via apoferritin binding; P02791; apoferritin/1-aminoanthracene competitive binding, fluorescence; Potency, µM (highest dose often 77.5 µM), inactives show top-dose activity change, negative = displacement, most hits filed as inhibitors; actives 0.074% (n = 350,000); further: potency means the concentration at half of the fitted maximal effect; on the % scale 0 is the no-effect control and ±100 the full control effect; nearly all actives have a fitted effect of over 20% in size
# Target sequence (P02791 2-175 limits assumed): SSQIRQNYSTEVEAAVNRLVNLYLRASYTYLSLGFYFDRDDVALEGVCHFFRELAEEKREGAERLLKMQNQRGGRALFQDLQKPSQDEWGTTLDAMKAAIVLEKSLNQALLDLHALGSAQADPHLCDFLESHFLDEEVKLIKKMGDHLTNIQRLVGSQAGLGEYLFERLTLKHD
#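 Probe: 1-aminoanthracene (50% saturated, PBS). Protein: horse-spleen apoferritin, 10 uM. Incubation: 10 min, room temperature. Detection: 380 nm excitation, 535 nm emission. Analysis: normalized response, four-parameter Hill.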
# ERG Ets-DNA blk = ERG Ets/DNA interaction inhibition; P11308; fluorescence polarization, His-ERG Ets domain / labelled DNA; Potency, µM (titrated, usually from 76.9 µM), without a hit: at the highest dose FP activity, negative = inhibition, most hits filed as inhibitors; actives 0.028% (n = 370,000); active means well fitted inhibition curve with a large enough effect in the polarisation, with a control signal flat; inconclusive means small, poorly fitted or top-dose-only effect, or effect the other way, or a change in a side signal; inactive means no such curve, though single readings can be large or run the other way; the % refers to the polarisation;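 further: polarization taken with two DNA probes labelled with fluorescein and Texas red; potency means the concentration at half of the fitted maximal effect; % of control where 0% means no effect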
#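 His-tagged ERG Ets domain (1 uM in the protein solution; 300mM KCl, 50mM Tris-HCl, 1mM EDTA, 1mM DTT, pH 7.5) received compound, then a probe mix of 5 nM fluorescein-DNA and 100nM Texas-615-DNA. Fluorescence polarization was read for both dyes.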
# LDHA inh = blocks human lactate dehydrogenase A; P00338; purified LDHA, NADH/diaphorase-resazurin fluorescence; hits give low values; activity change, % (values are at about 110 or 230 µM); actives 0.15% (n = 480,000); in the data active means activity change below about -30%; inconclusive means mostly about -25% to -30%;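 further: plate controls were DMSO wells for no effect and wells without enzyme for full effect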
#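 Human LDH5 (2 nM) was incubated with 0.06 mM NADH and 0.2 mM pyruvate for 5 min at room temperature in Tris pH 7.4. Remaining NADH was coupled through diaphorase/resazurin, and resorufin fluorescence was read at 0 and 20 min.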
# * marks the source's active call; other numbers are inactive results; ? = inconclusive; / = no result given; & = joins results of further samples; [ ] = another dose, or the depositor's remark. Unless noted, the call rests on the fitted dose curve; in most records, active means well fitted curve in the direction sought with a large enough effect; inconclusive means small, poorly fitted or top-dose-only effect, or another doubt; inactive means no such curve, though single readings can be large; an effect the other way counts as inactive or inconclusive. These rows are one share of the data, so the mix of outcomes need not match the whole.
cpd	SMILES	POLH inh	Pol kappa inh	Apoferritin bind	LDHA inh	APE1 inh
1	O=C(CSc1nnc(-c2ccco2)n1-c1ccccc1Cl)Nc1cccc(C(=O)O)c1	-1%	-3%	-5%	-2	-6%
2	CCOc1ccccc1NC(=O)c1nc(S(=O)(=O)Cc2cccc(C)c2)ncc1Cl	0%&-7%	-4%&-16%	-9%&2%	-6&-3	12%
3	O=C(COc1ccccc1)Nc1nc2c(s1)CCCC2	-15%	-3%	-4%	0	-4%
4	O=C(CCNC(=O)c1ccc(Br)o1)NCc1ccc(Cl)cc1	-14%	-1%	-11%	-1	-3%
5	O=C(COc1ccc(Br)cc1)N1CCC(c2ccccc2)C1 (centres undefined)	-18%	-17%	?	3	-8%
6	CCN(CC)CCn1c(NCc2cccc(OC)c2)nc2ccccc21	-7%	-19%	-16%	-4	-1%
7	COc1ccc(NS(=O)(=O)c2ccc(N3CCOCC3)c(NC(=O)c3ccc(OC)cc3)c2)cc1	-20%	-3%	0%	1	-9%
8	CC12CCC(=O)N1C(C(=O)Nc1ccc(F)cc1)CS2 (centres undefined)	1%	-9%	-12%	-2	14%

cpd	POLB inh	ERG Ets-DNA blk	12-LOX inh	RGS4 inhibitor
1	17%	10%	-3%	3%
2	15%&2%	-6%&-5%	41%&-22%[activator]	-38%&-48%
3	-4%	2%	11%	-1%
4	20%	-4%	?	11%
5	3%	3%	0%	-20%
6	-17%	6%	?	-13%
7	34%	2%	-25%	-11%
8	39%	0%	/	-7%

# New compounds follow
cpd	SMILES	POLH inh	Pol kappa inh	Apoferritin bind	LDHA inh	APE1 inh
9	CC(C)[N+]1=C2C=CC=CC=C2SC12C([N+](=O)[O-])=CC(=[N+]([O-])[O-])C=C2[N+](=O)[O-] (centres undefined)	-18%	0%	-6%	3	0%
10	O=C(NN=C1CCCC1)c1cc(O)cc(O)c1	50µM*	?	-3%	-2	11µM*
11	CCC(C)n1c(=N)c(C(=O)NCc2ccccc2)cc2c(=O)n3cc(C)ccc3nc21 (centres undefined)	-9%	7%	111%[activator]	-1	/
12	Cc1c(C)n(C)c2ccc(C(=O)N3CCN(c4ccccn4)CC3)cc12	-20%	-2%	-4%	-14	19%
13	CCN1CSC(=S)N(Cc2ccc(OC)cc2)C1	1%	-7%	-4%	-11	-1%
14	CN(C(=O)c1c[nH]c2ccc(S(=O)(=O)Nc3cccc(C(F)(F)F)c3)cc2c1=O)C1CCCCC1	1%	-9%[60.1 µM]	?	2	/
15	CCC1=C(OC(=O)N(CC)CC)N2C(=O)OC(=NCc3ccccc3)[C@]2(C)[C@H]2C1=CC[C@H]1C(=O)N(CC(=O)OC)C(=O)[C@H]12	-7%	-13%	-22%&2%	-2	-5%&9%
16	COC(=O)c1c(C(=O)OC)c2n(c1C)Cc1ccccc1C2	-5%	1%	-13%	0	0%

cpd	POLB inh	ERG Ets-DNA blk	12-LOX inh	RGS4 inhibitor
9	0%	4%	?	-9%
10	20µM*	3%	4%	-12%
11	-9%	-18%	?	-6%
12	20%	-10%	0%	8%
13	1%	3%	-25%	-7%
14	-6%	0%	?	-1%
15	3%	10%	0%	8%
16	19%	-1%	-23%	-16%

# The results go on.
cpd	SMILES	POLH inh	Pol kappa inh	Apoferritin bind	LDHA inh	APE1 inh
17	C/C(=N/NC(=O)CNC(=O)c1ccncc1)c1ccco1	-9%	-8%	1%	-7	16%
18	CCOC(=O)c1sc2ccccc2c1NC(=O)c1coc2ccccc2c1=O	-3%	-4%	3%	-8	0%
19	CCSc1ncc(Cl)c(C(=O)Nc2nnc(CC)s2)n1	-8%	-24%	0%	4&-1	/
20	Cc1ccc(C(C(=O)NC2CCCC2)N(C(=O)c2csnn2)C2CCCC2)o1 (centres undefined)	-9%	0%	-14%	2	18%
21	CN1/C(=C/C(=O)c2nc(S(C)(=O)=O)ncc2Cl)C(C)(C)c2ccccc21	-14%	-12%	?	-2	-3%
22	Cc1c(C(=O)OC(C)C)sc(NC(=O)C2c3ccccc3Oc3ccccc32)c1C(=O)OC(C)C	-15%	?	-13%	0	/
23	COc1ccc(/C=C(/NC(=O)c2ccccc2)C(=O)N2CCCCC2)cc1OC	-13%	2%	-9%	0	63%[activator]
24	CSc1cccc(Nc2cc(C(=O)NCCc3ccc(Cl)cc3)c3ccccc3n2)c1	-15%	-12%	227%[activator]	1	/

cpd	POLB inh	ERG Ets-DNA blk	12-LOX inh	RGS4 inhibitor
17	6%	-4%	112%[activator]	-5%
18	16%	-1%	-8%	-10%
19	-2%	-1%	?	-8%
20	14%	2%	1%	-9%
21	0%	/	/	?
22	?	-3%	-20%	-13%
23	-1%	1%	7%	-18%
24	-19%	-2%	-8%	?

# The results go on.
cpd	SMILES	POLH inh	Pol kappa inh	Apoferritin bind	LDHA inh	APE1 inh
25	O=C(CNC(=O)c1ccccc1F)N/N=C/c1ccco1	1%	-8%	-20%	0	-3%
26	Cc1ccc(-c2nc3cc(C(C)C)ccc3o2)cc1NC(=O)c1cc2ccccc2o1	-7%	-15%	1%	-4	/
27	COc1cccc(CC(=O)Nc2ccc(-c3nc4ccccc4s3)cc2)c1	/	-5%[60.1 µM]	68%[activator]	-2	/
28	O=C(CC(C(=O)O)c1cccc(Cl)c1Cl)c1ccccc1 (centres undefined)	-3%	-3%	10%	-2	-2%
29	CCCS(=O)(=O)c1nc(S(=O)(=O)c2ccc(C)cc2)c(NCCN2CCOCC2)s1	-11%	9%	-1%	-3	-3%
30	COC(=O)c1scc(-c2ccc(C)cc2)c1S(=O)(=O)Nc1c(C)cc(C)cc1C	-12%	29%	-9%	0	/
31	CCc1cccc(C)c1NC(=O)CN1C(=O)c2ccccc2S1(=O)=O	-6%	14%	-16%	-1	0%
32	O=C(CCc1ccccc1)Nc1ccc(S(=O)(=O)N2CCOCC2)cc1	-8%	-21%	0%	-5	-4%

cpd	POLB inh	ERG Ets-DNA blk	12-LOX inh	RGS4 inhibitor
25	-3%	4%	23%	-13%
26	8%	0%	-28%	5%
27	6%	-4%	-10%	7%
28	57%	9%	9%	14%
29	?	-7%	-1%	-25%
30	17%	15%	?	-51%
31	44%[activator]	0%	6%	-14%
32	-11%	-8%	0%	9%

# Continued; it opens with the five that closed the last part.
cpd	SMILES	POLH inh	Pol kappa inh	Apoferritin bind	LDHA inh	APE1 inh
28	O=C(CC(C(=O)O)c1cccc(Cl)c1Cl)c1ccccc1 (centres undefined)	-3%	-3%	10%	-2	-2%
29	CCCS(=O)(=O)c1nc(S(=O)(=O)c2ccc(C)cc2)c(NCCN2CCOCC2)s1	-11%	9%	-1%	-3	-3%
30	COC(=O)c1scc(-c2ccc(C)cc2)c1S(=O)(=O)Nc1c(C)cc(C)cc1C	-12%	29%	-9%	0	/
31	CCc1cccc(C)c1NC(=O)CN1C(=O)c2ccccc2S1(=O)=O	-6%	14%	-16%	-1	0%
32	O=C(CCc1ccccc1)Nc1ccc(S(=O)(=O)N2CCOCC2)cc1	-8%	-21%	0%	-5	-4%
33	CCOC(=O)c1nnsc1Nc1ccc(C)c(C)c1	-19%	1%	-17%	0	?
34	c1ccc(CSc2ncnc3sccc23)cc1	-3%	1%[60.1 µM]	?	-3	4%
35	CN(CC(=O)Nc1ccccc1Cl)C1CCCCC1	-9%	-7%	?	-9	27%
36	O=[N+]([O-])c1ccc(F)cc1OCc1nc(-c2cccs2)no1	-6%	-9%	?	-7	-2%
37	CN(Cc1ccc(F)cc1)C(=O)c1cc(S(=O)(=O)N2CCCCC2)ccc1N1CCOCC1	-13%	-16%	/	-2	17%
38	O=C(O)c1ccccc1N(c1ccccc1)c1ccccc1	-8%	-20%	/	2	/
39	CCOC(=O)C1=C(C)OC(N)=C(C#N)C1c1cc(SCC)oc1C (centres undefined)	-10%	2%	-18%	0	3%
40	COC(=O)CSc1nc2[nH]ncc2c(=O)[nH]1	-16%	9%	-3%	-4	-3%

cpd	POLB inh	ERG Ets-DNA blk	12-LOX inh	RGS4 inhibitor
28	57%	9%	9%	14%
29	?	-7%	-1%	-25%
30	17%	15%	?	-51%
31	44%[activator]	0%	6%	-14%
32	-11%	-8%	0%	9%
33	5%	-2%	?	5%
34	43%	-9%	1%	4%
35	-18%	21%	?	3%
36	-21%	-8%	-19%	11%
37	/	15%	12%	-15%
38	/	-11%	?	-36%
39	-9%	-8%	-11%	-26%
40	-5%	-2%	2%	2%[11.4 µM]

# More entries.
cpd	SMILES	POLH inh	Pol kappa inh	Apoferritin bind	LDHA inh	APE1 inh
41	COc1cccc(Nc2nc3ccc(C)cc3nc2-n2nc(C)cc2C)c1	-27%	-10%	8%	-1&-5	/
42	C/C(=N/NC(=O)c1cn(-c2cccc(C)n2)cn1)c1ccc(C)cc1	0%	-9%	-16%	-4	-8%
43	COc1cccc(NC(=O)CC2Oc3ccccc3NC2=O)c1 (centres undefined)	1%&-2%	12%&-11%	-3%&-2%	-1&-6	7%
44	O=C(COc1coc(CN2CCN(c3ccc(F)cc3)CC2)cc1=O)NC1CCCCC1	-2%	-9%	/	-3	/
45	COc1ccc(CNCc2ccncc2)cc1OC	-20%	3%	-1%	-1	33%

cpd	POLB inh	ERG Ets-DNA blk	12-LOX inh	RGS4 inhibitor
41	9%	3%	27%&-20%	4%
42	3%	-2%	-2%	19%
43	-28%&26%	10%&4%	9%&0%	9%&15%
44	/	/	-11%	12%
45	29%	-7%	?	-28%
